Screens (PubChem)
KDM4E inh – qHTS Assay for Inhibitors of Human Jumonji Domain Containing 2E (JMJD2E); JMJD2E catalytic domain, FDH-coupled NADH fluorescence (FDH is formaldehyde dehydrogenase); Lysine-specific demethylase 4E (Homo sapiens), B2RXH2; 230,000 tested, 1.6% active; Potency, µM (top dose mostly 57.1 µM), for the others: at the highest dose activity change, negative = inhibition, usual class: inhibitors; active = well fitted inhibition curve with a large enough effect, not every such curve was filed as active; inconclusive = small, poorly fitted or top-dose-only effect, or another doubt; inactive = no such curve, though single readings can be large or run the other way;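 also: 0% = wells with enzyme and -100% = buffer wells without enzyme; nearly all actives have a fitted effect of over 50% in size; many of its hits are not listed in these tables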
Target sequence (B2RXH2 1-337 limits assumed): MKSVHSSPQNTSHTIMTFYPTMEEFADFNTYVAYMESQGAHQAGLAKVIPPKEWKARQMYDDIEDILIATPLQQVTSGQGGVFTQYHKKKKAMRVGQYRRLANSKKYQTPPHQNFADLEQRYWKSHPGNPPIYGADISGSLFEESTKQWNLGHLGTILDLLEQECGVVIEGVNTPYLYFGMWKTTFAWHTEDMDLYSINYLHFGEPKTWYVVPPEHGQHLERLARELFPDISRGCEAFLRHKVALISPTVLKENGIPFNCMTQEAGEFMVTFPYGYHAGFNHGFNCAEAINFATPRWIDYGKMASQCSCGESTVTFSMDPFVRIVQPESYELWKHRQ
SMN2 splice up – qHTS Assay for Enhancers of SMN2 Splice Variant Expression | HEK293 SMN2-luciferase splicing reporter, luminescence, 30-36 h | Potency, µM (doses to about 46.1 µM), inactives show at the highest dose activity change, positive = activation, actives largely listed as activators | 210,000 tested, 2.8% active; also: % of control where 0% means no effect; nearly all actives have a fitted effect of over 55% in size
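qHTS luciferase splicing reporter: luminescence rises when SMN2 exon 7 is included in transfected HEK293 cells. Compound exposure lasted 30-36 h at 37C, with 4.5 mM final sodium butyrate as control, followed by a ONE-Glo read.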
Epigenetic derep – Quantitative High-Throughput Screen for Regulators of Epigenetic Control; Potency, µM (doses to about 53.9 µM), for the others: top-dose GFP activation, usual class: activators; 280,000 tested, 0.2% active; murine LDR cells, GFP reporter derepression, 30 h; AID 1865, 2009; also: % of control where 0% means no effect; nearly all actives have a fitted effect of over 60% in size
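GFP-positive cell count by laser-scanning cytometry (objects 20–120 um) after 30 h, 37 C compound exposure of murine LDR cells; reporter is CMV-GFP integrated at a silenced locus, inducible by HDAC or DNMT inhibitors.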
NPSR antag – qHTS Assay for Antagonists of the Neuropeptide S Receptor: cAMP Signal Transduction; Q6W5P4; CHO-NPSR cells, cAMP TR-FRET, antagonist mode; Potency, µM (series often up to 38.3 µM), for the others: at the top dose activity change, negative = inhibition, hits mostly inhibitors; 220,000 tested, 1% active; also: % is scaled to controls: 0 for no effect and ±100 for the full control effect; nearly all actives have a fitted effect of over 50% in size; many of its hits are not listed in these tables
Target sequence (Q6W5P4 whole entry, looked up): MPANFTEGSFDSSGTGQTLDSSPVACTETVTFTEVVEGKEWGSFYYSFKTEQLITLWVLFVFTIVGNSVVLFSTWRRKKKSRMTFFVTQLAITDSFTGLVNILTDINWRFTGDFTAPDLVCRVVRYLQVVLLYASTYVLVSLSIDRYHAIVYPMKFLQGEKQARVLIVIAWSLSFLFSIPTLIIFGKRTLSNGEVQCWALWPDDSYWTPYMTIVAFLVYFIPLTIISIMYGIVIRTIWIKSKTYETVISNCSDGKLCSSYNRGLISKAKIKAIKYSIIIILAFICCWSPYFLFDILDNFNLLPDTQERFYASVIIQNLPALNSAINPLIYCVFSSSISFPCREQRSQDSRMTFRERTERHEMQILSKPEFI
KinaseGlo FLuc – Counterscreen for Luciferase (Kinase-Glo TM) Inhibition. Kinase-Glo luciferase, ATP luminescence, 8 min. Potency, µM (highest dose often 38.3 µM), for the others: at the highest dose activity change, negative = inhibition, usual class: inhibitors. Luciferin 4-monooxygenase (Photuris pensylvanica), Q27757. 200,000 tested, 0.28% active; also: % is scaled to controls: 0 for no effect and ±100 for the full control effect; nearly all actives have a fitted effect of over 60% in size
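Recombinant Kinase-Glo luciferase, 10 uM ATP (linear range), luciferin; imidazole pH 7.2 / KCl / MgCl2 / Tween / BSA buffer; 8 min RT; luminescence.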
IMPase Li inh – qHTS Assay for Identifying the Cell-Membrane Permeable IMPase Inhibitors: Potentiation with Lithium | CHO-M1 cells, IP1 TR-FRET (IP-One), carbachol + lithium | Potency, µM (highest dose often 59.4 µM), for inactives: at the top dose activity, negative = IMPase inhibition, most hits filed as inhibitors | 210,000 tested, 0.35% active;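 also: IP1 builds up when IMPase is blocked and the TR-FRET signal falls; plate controls were basal vehicle for no effect and high inhibitor control for full effect; nearly all actives have a fitted effect of over 50% in size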
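IP1 accumulation measured by competitive TR-FRET in lysed CHO-M1 cells after 30 min compound exposure at 37C, with a small lithium addition to potentiate weak responses. Hill-equation AC50 from ratio and donor-channel data.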
RECQ1 inh – qHTS Assay for Inhibitors of RecQ-Like Dna Helicase 1 (RECQ1); ATP-dependent DNA helicase Q1 (Homo sapiens), P46063; RECQ1 DNA unwinding, red fluorescence kinetic read; Potency, µM (titrated, usually from 57.3 µM), inactives show at the highest dose activity, negative = inhibition, usual class: inhibitors; 240,000 tested, 0.54% active; AID 2549, 2010;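 also: plate controls were vehicle for no effect and no enzyme for full effect; nearly all actives have a fitted effect of over 30% in size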
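RECQ1T1 50 nM; forked duplex (20 bp + 30-nt ss tails) 200 nM, ATP 2 mM final; pH 8.0, 2 mM MgCl2, 2.5 ug/ml poly(dI-dC); 15 min compound preincubation; discontinuous kinetic read over 2 h at RT.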
RGS12 GoLoco inh – qHTS Assay for Inhibitors of RGS12 GoLoco Motif Activity (Red Fluorophore) | Guanine nucleotide-binding protein G(i) subunit alpha-1 (Homo sapiens), P63096 | Gai1:RGS12 GoLoco peptide FP, rhodamine, 10 min | Potency, µM (series often up to 61.6 µM), without a hit: top-dose activity, negative = inhibition, hits mostly inhibitors | 230,000 tested, 0.44% active | AID 880, 2007; active = well fitted inhibition curve with a large enough effect, not every such curve was filed as active; inactive = no such curve, though single readings can be large or run the other way; also: % is scaled to controls: 0 for no effect and ±100 for the full control effect; nearly all actives have a fitted effect of over 30% in size; many of its hits are not listed in these tables
Target sequence (P63096 whole entry, looked up): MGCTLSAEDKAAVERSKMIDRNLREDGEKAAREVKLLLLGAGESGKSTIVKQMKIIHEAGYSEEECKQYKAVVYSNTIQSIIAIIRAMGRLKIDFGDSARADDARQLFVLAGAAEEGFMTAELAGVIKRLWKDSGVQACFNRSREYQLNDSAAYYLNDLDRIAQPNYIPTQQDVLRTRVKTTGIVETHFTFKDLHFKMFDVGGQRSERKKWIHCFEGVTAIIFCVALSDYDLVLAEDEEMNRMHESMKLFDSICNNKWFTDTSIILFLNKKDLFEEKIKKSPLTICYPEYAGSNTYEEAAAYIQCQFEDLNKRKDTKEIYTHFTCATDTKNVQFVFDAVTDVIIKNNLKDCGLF
Starred values were filed as active, the others as inactive; i = inactive; ? = inconclusive; . = not tested or not shown; & = joins results of further samples; [ ] = dose if it differs, or a comment. Unless noted, calls follow the shape of the dose curve; as a rule, active = well fitted curve in the direction sought with a large enough effect; inconclusive = small, poorly fitted or top-dose-only effect, or another doubt; inactive = no such curve, though single readings can be large; an effect the other way counts as inactive or inconclusive. Potency is read from the fitted curve at half-maximal effect. These rows are one share of the data. The share of hits here may be higher or lower than overall.

SMILES,KDM4E inh,SMN2 splice up,Epigenetic derep,NPSR antag,KinaseGlo FLuc,IMPase Li inh,RECQ1 inh,RGS12 GoLoco inh
Cc1nc(CS(=O)(=O)c2ccccc2)cc(N2CCN(c3ccccc3F)CC2)n1,-1.4%,-4.6%,1.3%,-21.3%,-4.7%,4.1%,-9.5%,3.6%
N[C@H]1[C@@H](C(=O)O)[C@H]2C=C[C@H]1C2,.,1.8%[9.22 µM],.,.,-1.5%[7.66 µM],-1.5%,.,-3.5%[14.2 µM]
CC(C)(C)NC(=O)NC(=O)CN1CCc2ccccc21,-7.4%,-1.7%,-1.0%,-5.5%,0.9%,-1.9%,-9.2%,12.8%
C=CCOc1ccccc1OC[C@H](O)CNC(C)C,2.6%[25.5 µM],-4.3%[20.6 µM],-0.3%[16.9 µM],.,2.7%[17.1 µM],-1.9%,-7.5%[25.9 µM],-7.6%[21.6 µM]
Cc1cccc(OCc2nnc(SCC(=O)Nc3cccc(C(=O)N4CCOCC4)c3)n2C)c1,-1.0%,-4.5%,11.7%,4.7%,1.3%,-3.0%,1.6%,6.1%
ICCc1ccccc1,.,-7.7%,.,.,.,4.3%,1.0%,3.16µM*
O=C(CSCc1ccccc1)Nc1cccc(C(=O)Nc2ccc(C(=O)O)cc2)c1,12.0%,-7.3%,-0.3%,-12.7%[46.1 µM],2.2%,3.4%[38.3 µM],i,6.5%
COc1ccc(CC(=O)NNC(=O)CSc2nnc(Cc3ccc(OC)cc3)n2-c2ccccc2)cc1,8.0%,-7.7%,2.2%,24.2%,0.2%,-4.8%,-8.0%,2.7%
CCOC(=O)c1cc(C)sc1NC(=O)C(c1ccccc1)c1ccccc1,0.3%,-15.6%,0.1%,-55.8%,5.1%,-8.9%,0.5%,95.8%[activator]
O=C(O)CNC(=O)CCN1C(=O)c2ccccc2C1=O,6.3%,.,1.0%,-5.5%[46.1 µM],-3.5%,17.3%[38.3 µM],1.5%,6.5%
Cc1ccc(Cn2c(SCC(=O)NCC3CCCO3)nc3ccsc3c2=O)cc1 (stereo not given),7.9%,-39.9%[inhibitor],-4.8%,-23.9%,-1.9%,6.0%,-1.1%,4.3%
CCOc1ccc(NC(=O)CN2CCN(CC(=O)Nc3ccc(Cl)c(C(F)(F)F)c3)CC2)cc1,-3.5%,-69.8%[inhibitor],1.8%,-5.3%[46.1 µM],7.3%,35.2%[activator][38.3 µM],-2.2%,6.3%
CC(C)[C@H](NC(N)=O)C(=O)Nc1ccc(F)c(Cl)c1,5.6%,-8.7%,5.2%,5.3%,-1.8%,-0.7%,-16.0%,3.8%
O=C(CNC(=O)c1ccccc1)OCc1nc2ccccc2s1,9.5%,.,-0.9%,-0.3%[46.1 µM],.,.,-7.4%,.
C[C@@H]1C[C@H]2[C@@H]3CCC4=CC(=O)C=C[C@]4(C)[C@@]3(F)[C@@H](O)C[C@]2(C)[C@@]1(O)C(=O)COP(=O)(O)O,-0.1%&11.4%,-23.4%,0.0%&-4.4%,1.7%&-12.5%,-1.4%,2.7%,2.3%&3.8%,-18.7%&-1.6%
O=C(O)c1ccccc1-c1ccccc1C(=O)NCc1ccco1,1.8%,-0.8%,0.0%,-11.7%[46.1 µM],-0.6%,0.1%,-3.1%,-1.3%
COc1cccc(C(=O)Nc2c(C)n[nH]c2C)c1,3.6%,?,2.0%,11.9%[46.1 µM],4.1%,6.2%[38.3 µM],-5.1%,3.5%
O=S(=O)(c1ccc(Cl)s1)N1CCc2ccccc2C1,8.7%,-18.0%,1.4%,-5.9%[46.1 µM],-0.1%,4.4%[38.3 µM],i,-13.6%
Cc1cccn(Cc2c(F)cccc2Cl)c1=O,6.3%,.,-1.4%,-23.9%,.,.,-10.6%,-5.9%
COc1cc(CO)ccc1Oc1nnnn1-c1ccc(C(N)=O)cc1,-8.6%,?,6.7%,-4.1%[46.1 µM],-0.7%,18.1%[38.3 µM],i,-10.1%
CN=C(C)/C(C(=O)OC)=C(/O)c1ccc(Cl)cc1Cl,-7.9%,.,1.6%,-31.8%,.,.,i,-1.5%
N#C/C(=C/c1ccc(CNC(=O)C(=O)Nc2cc(Cl)cc(Cl)c2)o1)C(=O)NCc1cccnc1,-0.1%,-10.0%,1.1%,8.1%,-2.2%,3.1%,-1.2%,168.8%[activator]
Cc1cc(NC(=O)c2cnn3cccnc23)nn1CC(=O)Nc1cccnc1,7.2%,13.2%,-1.1%,-9.0%[46.1 µM],3.7%,1.1%[38.3 µM],-9.2%,5.9%
COc1cc(C(=O)O/N=C2/C=C(C)C(=O)C=C2C)cc(OC)c1OC,3.4%,0.1%,2.0%,-31.3%,1.7%,-3.5%,-7.2%,-11.7%
COc1ccc(CCNC(=O)CSc2nnc(Cc3cccn3C)n2C)cc1OC,-11.3%,-61.0%[inhibitor],0.3%,32.7%,-1.6%,-5.0%,-1.2%,-5.0%
O=c1[nH]c(CSc2nc3ccccc3s2)nc2ccccc12,-22.9%,.,-0.2%,-12.8%,.,.,-2.3%,4.0%
COCCNC(=O)c1ccc(CN2CCOCC2)cc1,-4.5%,11.4%,0.0%,-2.6%[46.1 µM],-0.7%,-3.2%,0.3%,-13.2%
S=C(NCCC1=CCCCC1)Nc1ccccc1,?,.,0.0%,-6.5%[46.1 µM],.,.,-2.1%,.
N#CCSCC(=O)Nc1ccc(F)cc1,0.0%,29.1%,0.0%,-2.6%[46.1 µM],-1.8%,-0.3%[38.3 µM],-8.8%,8.2%
CCN(CC)CCCOc1ccc(C)cc1Br,?,3.3%,-3.0%,-5.2%[46.1 µM],-4.2%,43.2%[activator][38.3 µM],-6.7%,-4.1%
Cc1ccc(NC(=O)OCc2ccccc2S(C)=O)cc1 (stereo not given),-2.8%,-5.3%,-1.4%,6.6%,-0.8%,10.0%,-6.6%,2.6%
Cc1cccc(C)c1-n1c(C)cc(/C=C2\C(=O)NN(c3ccccc3)C2=O)c1C,-3.6%,-6.2%,-3.3%,-17.9%[46.1 µM],0.2%,13.6%[38.3 µM],5.7%,2.0%
NC(=S)Nc1cccc(-c2n[nH]c(=S)o2)c1,?,.,0.2%,-19.2%,.,.,0.0%,1.4%
O=C(Nc1cccc(S(=O)(=O)NC2=NCCC2)c1)C1CCCCC1,3.5%,.,-1.0%,2.2%,.,.,-9.6%,-1.8%
COC(=O)c1cccc(NC(=O)NC(=O)c2ccc(Cl)cc2)c1,-4.4%,.,2.5%,?,.,.,1.7%,-1.8%
CCn1c(=S)[nH]c2sc3c(c2c1=O)CCCCC3,-23.2%,9.8%,-0.3%,-16.0%,3.1%,-19.1%,-9.7%,8.5%
Cc1ccc(Cl)cc1N1CCN(C(=O)Cc2c(C(=O)O)[nH]c3ccc(Cl)cc23)CC1,1.5%,-4.6%,-0.3%,-12.2%,5.0%,-5.7%,-2.1%,-1.2%
CCOC(=O)N1CCC(N2CCN(S(=O)(=O)c3ccc(OC)cc3)CC2)CC1,1.1%,.,-1.1%,-9.9%,0.1%,18.6%,-3.0%,-0.3%
CCCN(CCO)Cc1ccc(Br)cc1,-12.8%,-7.1%,2.3%,-2.0%[46.1 µM],-2.5%,4.1%[38.3 µM],0.2%,-3.1%
C=CCNc1cnn(-c2ccc(C)cc2)c(=O)c1Cl,5.0%,11.2µM*,1.3%,-5.4%[46.1 µM],-5.6%,0.6%[38.3 µM],-0.6%,5.8%
CC(=O)c1ccc(NC(=O)COC(=O)CCN2C(=O)c3cccc([N+](=O)[O-])c3C2=O)cc1,-14.0%,10.7%,-0.9%,6.9%,-0.7%,8.1%,-2.1%,-23.9%
CC1(C)CC(=O)C2=C(C1)OC(N)=C(C#N)C2c1ccoc1 (stereo not given),-11.7%,8.7%,5.6%,4.8%,0.6%,18.6%,-1.2%,-7.6%
Cc1ccccc1C1CC(=O)Oc2ccc(C(C)(C)C)cc21 (stereo not given),.,.,2.5%,.,-0.6%[39.9 µM],15.4%,-5.9%[81.1 µM],15.7%[88.7 µM]
CCOC(=O)CN1C(=O)C(CC)Oc2ccccc21 (stereo not given),5.5%,-0.7%,-1.2%,5.6%[46.1 µM],0.4%,-1.9%[38.3 µM],-2.3%,9.4%
Cc1cc(C)cc(NC(=O)c2oc3ccccc3c2COc2ccccc2)c1,117.2%[activator],-18.4%,-2.5%,-17.2%,-5.0%,6.0%,-12.6%,16.2%
CCn1c(SCC(=O)N(C)c2c(N)n(Cc3ccccc3)c(=O)[nH]c2=O)nc2ccccc21,15.1%,.,-4.9%,-26.4%,.,.,i,5.3%
COc1ccc(NC(=O)c2c(C)cc(=O)oc2C)c(OC)c1,-5.2%,-1.1%,0.9%,-3.2%[46.1 µM],3.8%,13.7%[38.3 µM],5.4%,14.2%
CCC(CC)C(=O)Nc1cccc(C(=O)Nc2nnc(C)s2)c1,-3.7%,-6.5%,-3.9%,6.0%,3.9%,-1.6%,i,14.8%
COc1ccc(C(=O)N2CCC3(CCCN(Cc4ccc(C#N)cc4)C3)CC2)cc1,.,-15.1%,.,.,0.9%,26.9%,-5.6%,6.7%
C/C(=N/NC(=S)Nc1cccc(C)c1)c1cccc([N+](=O)[O-])c1,-2.7%,1.0%,?,-45.3%,-0.8%,2.3%,i,13.2%
O=C(CCN1C(=O)C2C3C=CC(C3)C2C1=O)N1CCN(c2ccccn2)CC1 (stereo not given),?,3.8%,-1.0%,0.2%[46.1 µM],1.4%,4.5%,-3.8%,12.9%
Nc1[nH]nc2nc(N3CCCC3)nc(-c3ccccc3)c12,-7.1%,-4.6%,0.0%,-2.7%[46.1 µM],-1.0%,-12.3%[38.3 µM],i,-13.9%
O=C(NNC(=O)C1CC2CCC1C2)c1ccccc1 (stereo not given),-0.2%,-6.3%,1.0%,22.0%,-3.7%,-9.6%,-7.3%,-6.8%
